# p47phox inh: inhibitors of human p47phox binding; P14598; p47phox/p22phox peptide binding, fluorescence polarization, 2 h; inhibition, % at 24.7 µM; hit rate 0.53% among 220,000;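 active = inhibition above about 30%, limit read from the data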;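 note: 0% = p47phox with labelled peptide and 100% = labelled peptide alone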
# Target sequence (P14598 whole entry, looked up): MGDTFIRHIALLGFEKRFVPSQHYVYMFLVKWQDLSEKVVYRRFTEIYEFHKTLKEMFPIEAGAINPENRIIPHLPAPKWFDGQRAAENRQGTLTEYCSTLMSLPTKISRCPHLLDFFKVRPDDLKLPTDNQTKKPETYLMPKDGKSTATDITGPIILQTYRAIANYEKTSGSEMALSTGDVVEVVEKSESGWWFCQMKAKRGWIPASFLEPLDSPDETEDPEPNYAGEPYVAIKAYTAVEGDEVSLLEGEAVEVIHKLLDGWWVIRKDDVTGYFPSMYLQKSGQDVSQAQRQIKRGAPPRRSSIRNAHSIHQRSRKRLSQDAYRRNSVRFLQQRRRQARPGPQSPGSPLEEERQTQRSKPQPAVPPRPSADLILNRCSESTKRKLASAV
# CHOP inh: inhibitors of CHOP induction in ER stress response. CHO-K1 CHOP-promoter luciferase, tunicamycin-induced, 15-18 h. inhibition, % at 10 µM. hit rate 3.8% among 220,000;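 active = compounds that reduced the stress-induced luciferase reporter signal by more than about 70% of percent inhibition, limit read from the data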;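 note: 0% = tunicamycin plus vehicle and 100% = wells without tunicamycin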
# Runt-SMMHC FRET: inhibitors of human RUNX1 Runt domain binding to CBFb-SMMHC; Q01196+Q13951; Cerulean-Runt/Venus-CBFb-SMMHC FRET ratio 530/480, 1 h; inhibition, % at 20 µM; hit rate 0.74% among 220,000;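 active = mean inhibition across duplicate retests at 20 µM reaching about 50%, limit read from the data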;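 note: 0% = DMSO wells and 100% = wells with excess untagged CBFb-SMMHC; inhibitors lower the FRET ratio by blocking Runt binding to CBFb-SMMHC; some results filed as inactive read as strong as hits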
# EBV gp42 block: inhibitors of Epstein-Barr virus glycoprotein 42; Q1HVG2; Fluorescence polarization binding assay, mP read-out; inhibition, % (tested at 21.74 µM); hit rate 0.42% among 220,000; in the data active = inhibition above about 50%
# Target sequence (Q1HVG2 whole entry, looked up): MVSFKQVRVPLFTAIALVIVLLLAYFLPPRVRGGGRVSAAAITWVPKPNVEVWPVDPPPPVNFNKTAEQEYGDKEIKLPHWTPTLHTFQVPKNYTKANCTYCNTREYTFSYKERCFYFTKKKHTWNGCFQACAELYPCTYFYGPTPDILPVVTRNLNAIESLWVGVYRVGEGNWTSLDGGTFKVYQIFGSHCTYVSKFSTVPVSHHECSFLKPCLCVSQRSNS
# zfTRPN1 agonist: activates the zebrafish TRPN1 channel; HEK293 zebrafish TRPN1-YFP, Fluo-8 calcium fluorescence; 100% = response to 87 µM carbachol; hit rate 0.18% among 220,000; activation, % at 3 µM; AID 1424;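 active = activation above its plate's cutoff, the mean activation of test wells on that plate plus 3 SD, cut at about 19% in these data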;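 note: 0% = DMSO alone and 100% = 87 µM carbachol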
#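 System: zebrafish TRPN1-YFP in HEK293 cells / Dosing: 3 µM single point / Timing: dye loading 1 h at 37 °C, then 30 min room temperature / Signal: Fluo-8 calcium fluorescence, excitation 470-495 nm, emission 515-575 nm / Read-out basis: percent activation from peak over basal fluorescence ratio, control-normalized / Control set: high carbachol 87 µM, low DMSO alone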
# TRPML3 ag: human mucolipin-3 channel agonism; HEK293 TRPML3-YFP, Fluo-8 calcium fluorescence; 100% = the carbachol control signal; activation, % at 3 µM; hit rate 0.29% among 220,000; Q8TDD5;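 active = activation above its plate's cutoff, the mean activation of the plate's test wells plus 3 SD, cut at about 12% in these data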;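 note: 0% = DMSO only wells and 100% = carbachol wells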
#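 Test system: HEK293 cells stably carrying human TRPML3-YFP; Doses: single dose, 3 µM final nominal compound, 0.3% DMSO final; Schedule: dye loading 1 h 37 °C then 30 min ambient, 125 s read; Technique: Fluo-8 calcium fluorescence; Benchmarks: high control carbachol 87 µM, low control DMSO.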
# PPC-1+TRAIL kill: compounds killing PPC-1 cancer cells with TRAIL present (potentiator screen, no TRAIL-free arm); PPC-1 cells + TRAIL, ATPLite viability luminescence; cell killing (% activity), % at 4 µM; hit rate 0.41% among 220,000; AID 1443;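 active = cell killing above 50% in the first pass at 4 µM, then a duplicate retest at 5 µM averaging 50% or more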;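 note: plate controls were cells with TRAIL plus DMSO for no effect and medium-only wells lacking cells for full effect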
# MDM2 E3 inh: blocks human Mdm2 ubiquitin ligase activity; AID 1230; cell-based MDM2 ubiquitination luciferase reporter, 2 h; 0 = plate control, 100 = twice control, blank-subtracted; hit rate 0.11% among 210,000; signal enhancement, % at 5 µM;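 active = signal enhancement of 30% or more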;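 note: luminescence tracks abundance of the self-degrading MDM2-luciferase fusion protein; higher signal means inhibition of MDM2 E3 ligase activity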
# Target sequence (Q00987 whole entry, looked up, the tested form may be a part): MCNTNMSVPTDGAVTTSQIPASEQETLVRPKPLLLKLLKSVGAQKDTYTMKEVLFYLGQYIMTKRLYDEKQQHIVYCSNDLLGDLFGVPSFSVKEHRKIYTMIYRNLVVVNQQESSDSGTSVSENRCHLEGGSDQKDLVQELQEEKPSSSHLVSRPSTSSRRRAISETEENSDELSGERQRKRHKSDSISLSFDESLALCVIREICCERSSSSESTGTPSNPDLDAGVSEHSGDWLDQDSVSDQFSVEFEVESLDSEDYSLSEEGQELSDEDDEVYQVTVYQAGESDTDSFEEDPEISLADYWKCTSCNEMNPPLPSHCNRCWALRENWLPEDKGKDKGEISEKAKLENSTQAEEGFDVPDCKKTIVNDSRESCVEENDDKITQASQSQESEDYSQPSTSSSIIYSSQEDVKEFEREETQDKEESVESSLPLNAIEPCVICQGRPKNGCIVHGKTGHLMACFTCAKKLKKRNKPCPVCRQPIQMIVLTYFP
#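 Timing – 2 h compound exposure at 37 °C · Assay system – mammalian cells stably expressing self-ubiquitinating, self-degrading MDM2 E3–luciferase fusion · Amount – 2000 cells seeded into each well · Measure – % luminescence enhancement versus blank-corrected plate control mean · Measured by – SteadyLite luminescence, 15 min reagent step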
# TNF death inh: inhibitors of TNF-alpha induced necroptosis in Jurkat FADD-/- cells. hit rate 0.068% among 220,000. activation (protection from cell death), % at 10 µM. Jurkat FADD-/- TNF necroptosis rescue, ATP luminescence, 24 h; 0 = TNF only, 100 = no-TNF cells;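 active = activation, meaning protection from cell death, of at least 50% relative to plate controls; inactive = activation below 50%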;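 note: necroptosis triggered by 40 ng/mL TNF-alpha added together with compound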
# Numbers without * were called inactive; · = not tested or not shown.
SMILES,p47phox inh,CHOP inh,Runt-SMMHC FRET,EBV gp42 block,zfTRPN1 agonist,TRPML3 ag,PPC-1+TRAIL kill,MDM2 E3 inh,TNF death inh
O=C(NCc1csc(-c2cccs2)n1)C1CCCCC1,-9.5,-15.8,0.9,-7.9,-0.4,0.0,-0.5,-16.8,3.2
CC(C)(C)NC(=O)C(c1ccncc1)N(C(=O)Cn1nnc(-c2ccc(F)cc2)n1)c1ccccc1F (centres undefined),-0.2,21.3,-0.6,-6.7,2.0,0.4,-2.5,-4.6,-0.5
C=CCOC(=O)C1=C[C@@H](c2ccc(Br)cc2)[C@H](CCCO)[C@@H](OCC)O1,-10.5,11.1,1.1,-5.6,0.1,-0.3,9.6,·,0.9
CCN(CC)S(=O)(=O)c1ccc(C(=O)Nc2cc(C)cc(C)c2)cc1,-18.3,-21.7,-2.7,-17.1,-2.4,-1.3,11.5,-41.5,-0.2
CCc1ccc(-c2c(C)sc(NC(=O)C3CCC3)c2C#N)cc1,-2.8,-8.5,0.3,-12.6,0.7,1.3,5.8,3.4,2.8
Cc1c(N/C(=N/S(=O)(=O)c2ccc(F)cc2)c2ccccc2)c(=O)n(-c2ccccc2)n1C,0.0,30.0,2.3,-1.0,0.8,0.5,-24.0,-19.6,-0.2
O=C(c1cc(-c2ccncc2)nc2ccccc12)N1CCN(c2ccc(N3CCOCC3)nn2)CC1,-8.3,-9.3,2.1,-0.2,3.4,1.0,39.5,-1.5,-2.8
CC1CC(C)CN(CCCNC(=O)C2CCN(S(=O)(=O)N3CCCCC3)CC2)C1 (centres undefined),-14.4,25.4,-5.3,-1.8,1.2,0.6,6.7,-15.9,1.6
COC(=O)c1ccccc1NC(=S)NC(=O)COc1ccc(C(C)C)cc1,0.8,10.6,2.7,-5.7,-0.9,0.8,25.0,-7.1,1.9
CCOC(=O)N1CCN(C(=O)c2ccccc2NC(=O)COc2ccccc2C)CC1,-0.4,-24.4,0.1,-28.3,0.1,0.6,-3.3,-9.8,-3.6
COc1ccc(C(=O)Nc2ncc(C)s2)cc1S(=O)(=O)N1CCCC1,-6.7,7.8,-0.3,-23.4,3.9,2.3,19.4,-17.1,13.0
COCCCN(Cc1ccccn1)S(=O)(=O)Cc1ccccc1,-11.6,-13.6,1.3,12.7,0.0,-0.7,24.1,-12.3,-1.2
CCC(C)n1c(SCc2ccc([N+](=O)[O-])cc2)nc2ccsc2c1=O (centres undefined),-2.0,73.7*,-3.9,2.7,3.5,3.9,5.4,-22.3,0.3
Cc1ccc(C2(c3noc(CN(C)CCCN4CCOCC4)n3)CCCC2)cc1,-4.1,19.4,0.0,-5.3,0.6,1.2,6.5,-27.6,-0.4
COc1ccc(S(=O)(=O)N2CCCCC2C(=O)O)cc1OC (centres undefined),9.8,12.7,1.6,-15.5,0.5,0.3,5.5,-2.8,0.5
NC(=O)NCC1CC1,-11.6,8.0,3.8,-8.5,0.8,0.5,-6.1,·,0.2
O=C(COc1ccc(Cl)cc1)Nc1c(-c2cccs2)nc2ccccn12,-3.8,32.4,-8.2,-15.4,1.1,0.5,12.8,-10.8,-1.9
CC(C)Oc1ccc(C(CC(=O)O)NC(=O)CSc2ncn[nH]2)cc1 (centres undefined),-4.0,-12.7,2.7,-5.7,1.4,0.5,-10.4,-22.3,-3.4
c1ccc(CCn2nnnc2C(c2cccnc2)N2CCOCC2)cc1 (centres undefined),8.2,-7.4,1.2,0.2,0.8,-1.2,-10.9,-14.1,0.9
CN1CCN(C(=O)CCc2ncc(C(F)(F)F)cc2Cl)CC1,-2.0,-13.8,2.2,-12.1,1.1,1.0,-7.9,-9.2,2.0
O=C(CCC1CCCCC1)NCCN1C2=NC[C@H](Cc3ccccc3)N2C[C@H]1Cc1ccc(O)cc1,0.1,-15.6,-0.7,-7.5,-0.6,0.5,11.8,·,-0.6
Cc1cccc(S(=O)(=O)NCCC(=O)OCC(=O)Nc2ccc(C#N)cc2)c1,-3.6,16.8,-0.3,-4.3,0.2,0.8,23.3,0.7,2.0
COc1ccc(OC)c(/C=C(\NC(=O)c2ccccc2)C(=O)N/N=C/c2ccc(C)s2)c1,-16.2,7.6,-7.6,-62.3,-0.2,-0.6,6.4,0.6,-5.7
COc1ccc(CC(=O)Nc2cc(NC(=O)Cc3ccc(OC)c(OC)c3)cc(C(=O)O)c2)cc1OC,-7.0,-5.6,-2.5,-10.2,2.2,1.2,12.8,1.7,0.0
Cn1c(=O)c2c(nc(Br)n2C)n(C)c1=O,-0.2,15.5,3.5,-18.9,1.4,1.1,38.6,6.1,-2.8
O=C(CSc1nc2ccccc2[nH]1)N1CCN(S(=O)(=O)c2ccc(Cl)cc2)CC1,-56.5,8.9,-2.3,-18.2,-0.4,0.3,6.8,-9.7,-1.2
COC(=O)C1=C(C)NC(C)=C(C(=O)OC)C1C(=O)OCC(=O)c1ccc(F)cc1,-2.3,-2.6,-0.1,-9.1,-0.8,0.8,4.0,-14.3,-0.9
COC(=O)c1ccc(N2CCN(C)CC2)c(NC(=O)c2cccnc2)c1,-14.5,-2.0,-1.8,-11.3,1.1,1.0,-20.1,-5.5,1.3
O=C(NNc1cccc(Cl)n1)Nc1cccc(C(F)(F)F)c1,1.5,64.8,3.5,6.3,-2.5,-0.4,23.2,14.9,3.9
COc1ccc(/C=N/NC(=O)c2ccncc2)cc1CSc1nc2ccccc2s1,-39.7,26.0,-19.2,5.0,0.4,0.0,18.6,-3.7,0.1
CC1CN(C(=O)CSc2nc(-c3ccc(F)cc3)cs2)CC(C)O1 (centres undefined),-1.9,-5.4,-1.3,-36.5,-0.5,0.1,6.1,-8.7,-0.2
COc1ccc(-c2noc(CCC(=O)NCCCN3CCC(C)CC3)n2)cc1,-4.5,3.8,3.1,-9.3,-0.7,0.3,-37.9,-13.7,-0.7
FC(F)(F)c1ccnc(Oc2ccc(C3=NCCS3)cc2)c1,-2.0,1.9,0.4,1.4,0.2,1.8,3.6,-34.1,0.9
COc1ccc(C(=O)NCCSc2ccccc2)cc1,-18.5,-2.6,3.3,-15.2,0.8,-0.6,33.1,·,1.2
COC(=O)c1sccc1NC(=O)c1cc(C)on1,-9.5,39.9,-4.5,-1.3,0.2,-0.1,12.7,4.3,11.3
COCC(C)NC(=O)c1ccc(CN2CCc3ccccc3C2)cc1 (centres undefined),-1.5,2.9,-4.9,-9.6,1.6,0.9,11.5,-86.4,-0.2
NS(=O)(=O)c1ccc(NCc2ccccc2OCc2ccccc2F)cc1,-9.3,30.5,2.2,-24.8,-2.1,-1.6,15.6,0.3,-4.9
CCN(CC)S(=O)(=O)c1ccc(OC)c(NC(=S)Nc2cccc(C)c2)c1,-11.3,30.8,4.3,9.4,-1.6,0.4,0.6,-3.4,2.7
CC(C)CN1CCN(Cc2cccn2-c2cccnc2)CC1CCO (centres undefined),0.8,13.3,-0.7,18.8,2.2,0.7,-13.6,-2.9,0.6
COc1ccc(CCNC(=S)N2CCC(C(N)=O)CC2)cc1,-15.5,14.1,-6.8,-20.1,0.9,1.0,2.6,·,5.6
COc1ccccc1/C=C/C=N/N1CCN(c2ccccn2)CC1,8.1,46.5,-1.6,3.3,-0.6,0.2,-6.2,-4.0,-3.1
CCOC(=O)c1ccc(N2C(=O)c3n[nH]c(C)c3C2c2ccccn2)cc1 (centres undefined),-20.0,32.5,-1.4,-27.4,0.4,-0.1,-16.3,-11.2,-0.1
CCOc1cc(C2c3c(oc4cc(C)c(Cl)cc4c3=O)C(=O)N2Cc2ccco2)ccc1O (centres undefined),21.7,95.8*,0.4,-9.7,1.3,-0.3,-3.3,-4.2,-0.3
Cc1cccc(NC(=O)CSc2nnc(Cc3ccccc3)o2)c1,-9.1,9.4,-1.5,-9.2,0.7,0.7,3.1,10.7,-0.6
Cc1nc2sc(-c3ccccc3)cc2c(=O)n1-n1cccc1,-4.9,10.9,-0.3,-9.8,0.3,-0.3,9.4,-31.5,-2.3
Cc1ccc(CNC(=O)C2CC(c3ccccc3[N+](=O)[O-])=NO2)o1 (centres undefined),-9.5,10.1,-1.4,-10.9,0.2,-0.8,17.3,-7.6,-1.0
O=C(/C(=C(\O)c1ccccc1)c1ncc[nH]1)c1ccccc1,-3.3,-26.8,0.8,-10.3,0.8,0.7,22.8,-23.2,1.0
COc1cccc(NC(=O)COC(=O)CCCc2c[nH]c3ccccc23)c1,-11.9,15.9,-3.4,0.3,-1.0,-0.4,5.3,-9.1,-1.1
O=C(CCCCCNc1nc(=S)[nH]c2ccccc12)NCCc1c[nH]c2ccccc12,-12.6,44.1,1.0,-0.1,0.7,0.0,-1.3,·,-1.6

# Single records, as listed above. Screens in order: p47phox inh, CHOP inh, Runt-SMMHC FRET, EBV gp42 block, zfTRPN1 agonist, TRPML3 ag, PPC-1+TRAIL kill, MDM2 E3 inh, TNF death inh
# Listed for COc1cccc(NC(=O)COC(=O)CCCc2c[nH]c3ccccc23)c1 = -11.9, 15.9, -3.4, 0.3, -1.0, -0.4, 5.3, -9.1, -1.1
# Listed for O=C(/C(=C(\O)c1ccccc1)c1ncc[nH]1)c1ccccc1 = -3.3, -26.8, 0.8, -10.3, 0.8, 0.7, 22.8, -23.2, 1.0

# Of the compounds above, 8 contain fluorine.
SMILES,p47phox inh,CHOP inh,Runt-SMMHC FRET,EBV gp42 block,zfTRPN1 agonist,TRPML3 ag,PPC-1+TRAIL kill,MDM2 E3 inh,TNF death inh
CC(C)(C)NC(=O)C(c1ccncc1)N(C(=O)Cn1nnc(-c2ccc(F)cc2)n1)c1ccccc1F (centres undefined),-0.2,21.3,-0.6,-6.7,2.0,0.4,-2.5,-4.6,-0.5
Cc1c(N/C(=N/S(=O)(=O)c2ccc(F)cc2)c2ccccc2)c(=O)n(-c2ccccc2)n1C,0.0,30.0,2.3,-1.0,0.8,0.5,-24.0,-19.6,-0.2
CN1CCN(C(=O)CCc2ncc(C(F)(F)F)cc2Cl)CC1,-2.0,-13.8,2.2,-12.1,1.1,1.0,-7.9,-9.2,2.0
COC(=O)C1=C(C)NC(C)=C(C(=O)OC)C1C(=O)OCC(=O)c1ccc(F)cc1,-2.3,-2.6,-0.1,-9.1,-0.8,0.8,4.0,-14.3,-0.9
O=C(NNc1cccc(Cl)n1)Nc1cccc(C(F)(F)F)c1,1.5,64.8,3.5,6.3,-2.5,-0.4,23.2,14.9,3.9
CC1CN(C(=O)CSc2nc(-c3ccc(F)cc3)cs2)CC(C)O1 (centres undefined),-1.9,-5.4,-1.3,-36.5,-0.5,0.1,6.1,-8.7,-0.2
FC(F)(F)c1ccnc(Oc2ccc(C3=NCCS3)cc2)c1,-2.0,1.9,0.4,1.4,0.2,1.8,3.6,-34.1,0.9
NS(=O)(=O)c1ccc(NCc2ccccc2OCc2ccccc2F)cc1,-9.3,30.5,2.2,-24.8,-2.1,-1.6,15.6,0.3,-4.9

# Compound activity from PubChem.

# Random draw from the library; overall some 5.9% were active at least once.
